# KCNQ1 inh: blocks the human KCNQ1 potassium channel; P51787; B-score at 10 µM; actives 1.3% (n = 310,000); CHO-K1 KCNQ1, FluxOR thallium flux fluorescence; stronger effect = higher value;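 active means compounds whose thallium flux B-score, printed positive for inhibition, exceeds three library SD while starting fluorescence stays within three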;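 further: channel opened by potassium depolarization with thallium stimulus after 20 min compound exposure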
# KCNK3 block: human KCNK3 channel inhibition, primary screen | O14649 | CHO-KCNK3 thallium flux, FluxOR fluorescence; stronger effect = lower value | B-score at 10 µM | actives 0.84% (n = 340,000);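 active means B-score under library mean minus 4 SD, starting fluorescence ratio at most library mean plus 5 SD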;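 further: more negative B-score means stronger inhibition of thallium flux through KCNK3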
# Target sequence (O14649 whole entry, looked up): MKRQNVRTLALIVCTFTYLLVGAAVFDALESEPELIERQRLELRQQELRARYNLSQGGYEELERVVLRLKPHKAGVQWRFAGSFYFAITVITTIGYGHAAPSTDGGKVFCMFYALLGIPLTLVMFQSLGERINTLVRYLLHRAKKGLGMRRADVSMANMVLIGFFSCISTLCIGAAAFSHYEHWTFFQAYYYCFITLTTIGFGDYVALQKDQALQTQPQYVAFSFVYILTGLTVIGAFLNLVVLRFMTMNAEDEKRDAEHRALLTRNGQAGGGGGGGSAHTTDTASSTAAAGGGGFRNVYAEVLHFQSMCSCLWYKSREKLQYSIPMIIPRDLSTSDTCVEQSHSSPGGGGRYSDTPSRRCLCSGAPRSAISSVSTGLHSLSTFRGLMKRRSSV
# KCNQ1 act: human KCNQ1 channel potentiation or activation | P51787 | CHO-K1 KCNQ1, thallium flux FluxOR fluorescence; stronger effect = higher value | B-score at 10 µM | actives 0.35% (n = 310,000);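 active means fluorescence ratio B-score, a plate-corrected score, at least three library SD, with initial intensity B-score within 5 SD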
#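 Assay system: CHO-K1 cells stably expressing KCNQ1. Medium: assay buffer for compound exposure, DMSO matched across wells. Timing: 37 °C overnight plating, 90-min dark dye load, 20-min compound pretreatment. Signal: kinetic FluxOR fluorescence, 10 s baseline plus 110 s post-stimulus.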
# KCNK9 inh: inhibitors of human KCNK9 two-pore domain potassium channel. HEK293 KCNK9, FluxOR thallium flux fluorescence; stronger effect = lower value. B-score at 10 µM. actives 1.2% (n = 310,000). AID 488922;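 active means ratio B-score over 3 SD below the library mean, with starting fluorescence within 5 SD of its mean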;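 further: negative B-score means less thallium flux so channel inhibition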
# RGS4 inh: inhibitors of human RGS4 | HEK293 M3R/RGS4 inducible, Fluo-4 calcium flux; stronger effect = higher value; triggered by carbachol at its EC20 | B-score at 10 µM | actives 0.45% (n = 310,000);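 active means B-score, a plate-corrected calcium signal, over three deviations above library mean, with baseline fluorescence within five deviations of library mean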;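 further: RGS4 expression induced by doxycycline in cells with stable M3 receptor; B-score is computed from the integrated fluorescence ratio over baseline after carbachol; higher B-score means a larger calcium signal and so more RGS4 inhibition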
# Target sequence (P49798 whole entry, looked up): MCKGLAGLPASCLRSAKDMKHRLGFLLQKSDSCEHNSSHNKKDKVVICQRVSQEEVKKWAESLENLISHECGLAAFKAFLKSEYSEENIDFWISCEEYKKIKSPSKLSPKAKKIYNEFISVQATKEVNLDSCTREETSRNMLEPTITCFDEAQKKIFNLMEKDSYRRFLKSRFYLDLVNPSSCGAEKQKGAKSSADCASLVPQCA
# ANO1 activ: mouse TMEM16A channel activation, primary screen; Q8BHY3; HEK293 TMEM16A/YFP-H148Q/I152L, iodide quench fluorescence; stronger effect = lower value; B-score at 10 µM; actives 0.3% (n = 340,000); AID 623877;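 active means fluorescence-ratio B-score plate-corrected deviation score at least 3 library SD below zero, with starting fluorescence score within 5 deviations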;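 further: channel opened by trigger with iodide after compound preincubation; score built on the fluorescence ratio of max minus min over baseline; more negative score means more quench and so TMEM16A activation or potentiation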
# MrgX1 allo act: human MrgX1 positive allosteric modulation, primary screen. B-score at 10 µM. Q96LB2. actives 0.63% (n = 310,000). MrgX1-HEK293, Fluo-4 calcium flux, FDSS; stronger effect = higher value;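 active means plate-corrected calcium response at least 3 library SD above typical, normal starting fluorescence, not activating the receptor alone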;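 further: compound read alongside a low EC10 to EC30 dose of BAM8-22 agonist; peak minus trough fluorescence over baseline measured at the second addition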
# Target sequence (Q96LB2 whole entry, looked up): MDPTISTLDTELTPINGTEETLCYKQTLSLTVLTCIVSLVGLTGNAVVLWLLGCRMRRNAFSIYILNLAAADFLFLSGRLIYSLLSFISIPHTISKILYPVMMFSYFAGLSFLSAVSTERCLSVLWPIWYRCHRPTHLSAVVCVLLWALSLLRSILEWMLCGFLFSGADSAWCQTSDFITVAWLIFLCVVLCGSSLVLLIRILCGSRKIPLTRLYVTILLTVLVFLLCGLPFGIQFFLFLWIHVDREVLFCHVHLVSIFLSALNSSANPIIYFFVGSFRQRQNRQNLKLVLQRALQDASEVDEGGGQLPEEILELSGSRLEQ
# RGS4 pot: RGS4 potentiation or activation | HEK293 M3R/inducible RGS4, carbachol calcium flux Fluo4; stronger effect = lower value | B-score at 10 µM | actives 0.92% (n = 310,000);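 active means B-score of the integrated calcium signal more than 4 SD below the library mean, with starting fluorescence not abnormally high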;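 further: negative B-score means reduced calcium response which marks RGS4 activation or potentiation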
#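 Assay system: HEK293 FlpIn-TREx cells, stable M3R, doxycycline-inducible RGS4 / Probe or stimulus: carbachol, ECmax concentration / Times: overnight RGS4 induction, 30 min dye load 37 °C, 20 min compound RT / Signal: kinetic calcium fluorescence imaging with Fluo4-AM dye, 2 µM / Measure: Agonist-evoked peak-minus-minimum fluorescence over baseline, integrated ratio, B score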
# TMEM16A inh: mouse TMEM16A channel inhibition, primary screen | actives 1.2% (n = 310,000) | normalized B-score (activity score, 25-100; higher = stronger inhibition) at 10 µM | Q8BHY3 | HEK293 TMEM16A/YFP iodide influx fluorescence, ionomycin;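 active means ratio plate-corrected score three or more library SD toward inhibition, starting fluorescence score within five deviations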;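 further: score derived from kinetic fluorescence span divided by baseline fluorescence per well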
# MrgX1 agonist: activates human MrgX1 receptor signaling; Q96LB2; MrgX1-HEK293 cells, Fluo-4 calcium fluorescence, agonist mode; stronger effect = higher value; B-score at 10 µM; actives 0.44% (n = 310,000);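 active means calcium response B-score plate-corrected fluorescence ratio at least 3 library SD, with starting fluorescence B-score inside 5 SD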
#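 Material: MrgX1-expressing HEK293 cells / Dosing: compound as first of three additions / Incubation: overnight seeding, then 1 h dark dye loading / Signal: Fluo-4 NW calcium fluorescence / Evaluation: B-scored fluorescence response ratio / Benchmarks: positive and negative control wells on each plate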
# hERG protect: hERG (human) protection from proarrhythmic block. actives 0.51% (n = 310,000). activation (rescue from dofetilide block), less the hit threshold, % at 10 µM. Q12809. CHO-hERG, FluxOR thallium flux, dofetilide IC70 present;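 active means activation above the mean of controls blocked by dofetilide plus 5 SD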;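 further: thallium influx through hERG after potassium depolarization seen as dye fluorescence rise; in these data hits start at about 4.7%; inactives centre near -7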
# * hit, by the source's call; i = inactive; / = no result given. An unsorted share of the library; any-hit rate near 6.3%.
Structure	KCNQ1 inh	KCNK3 block	KCNQ1 act	KCNK9 inh	RGS4 inh	ANO1 activ	MrgX1 allo act	RGS4 pot	TMEM16A inh	MrgX1 agonist	hERG protect
CC1CCc2nn(CC(=O)NCCC3=CCCCC3)cc2C1 (centres undefined)	i	i	i	i	i	i	i	i	i	i	-1
O=S(=O)(NCc1ccc2c(c1)OCO2)c1cccc2cccnc12	i	i	i	i	i	i	i	i	i	i	-5
COc1ccc(Br)cc1S(=O)(=O)N1CCOCC1	i	i	i	i	i	i	i	i	i	i	-2
COc1ccc2oc(=O)c(C(=O)Nc3cccc(C)c3)cc2c1	i	i	i	i	i	i	i	i	i	i	-7
Cc1cccc(NC(=S)NCCC(c2ccccc2)c2ccccc2)c1	i	i	i	i	i	i	i	i	i	i	-18
CC(NC(=O)Cc1ccc(S(=O)(=O)N2CCOCC2)s1)c1ccc(Cl)cc1Cl (centres undefined)	i	i	i	i	i	i	i	i	i	i	-11
O=C(COC(=O)c1ccc2c(c1)OCO2)NC1CCS(=O)(=O)C1 (centres undefined)	i	i	i	i	i	i	i	i	i	i	-6
O=C(/C=C/c1cccc(Cl)c1)NCc1ccccc1	i	i	i	i	i	i	i	i	i	i	-11
CC(C)(C)NC(=O)c1cccc(NC(=O)c2ccc3c(c2)C(=O)N(C(C)(C)C)C3=O)c1	i	i	i	i	i	i	i	-7.1*	i	i	-13
COC1=C(C)C(O)=C(C(=O)/C=C/c2ccccc2)C(=O)C1(C)C	i	i	i	i	i	i	i	i	i	i	-16
O=C(CCSc1ccccc1)NC(=O)COC(=O)c1ccc(OC(F)F)cc1	i	i	i	i	i	i	i	i	i	i	-5
Cc1c(Cl)c([N+](=O)[O-])nn1Cc1ccc(C(=O)NN)o1	i	i	i	i	i	i	i	i	i	i	-2
CCOC(=O)c1c(C)[nH]c(C(=O)CN2C(=O)NC3(CCCC3)C2=O)c1C	i	i	i	i	i	i	i	i	i	i	-6
c1cn2c(NC3CCCC3)c(-c3ccc(N4CCOCC4)cc3)nc2cn1	i	i	i	i	i	i	i	i	i	i	-14
CCCc1cc(=O)[nH]c(SCc2cc(=O)oc3c(C)c(C)ccc23)n1	i	i	i	i	i	i	i	i	i	i	-7
COc1ccc(OCC(=O)Nc2ncc3c(n2)CC(C)(C)CC3=O)cc1	i	i	i	i	i	i	i	i	i	i	-12
Cc1ccc2nc(SCC(=O)N3CCN(C(=O)c4ccco4)CC3)[nH]c2c1	i	i	i	i	i	i	i	i	i	i	-8
O=C(Nc1cccc(-c2csc(Nc3ccc(Cl)cc3)n2)c1)c1ccccc1	i	i	i	i	i	i	i	i	i	i	-15
CC(=O)Nc1ccc(CN2CCN(CCC(C)C)C(CCO)C2)cc1 (centres undefined)	i	i	i	i	i	i	i	i	i	i	-10
FC(F)(F)c1cccc(N2CCN(CC3CC=CCC3)CC2)c1 (centres undefined)	i	i	i	i	i	i	i	i	i	i	-6

# New compounds follow:
Structure	KCNQ1 inh	KCNK3 block	KCNQ1 act	KCNK9 inh	RGS4 inh	ANO1 activ	MrgX1 allo act	RGS4 pot	TMEM16A inh	MrgX1 agonist	hERG protect
O=C(COC(=O)CNS(=O)(=O)c1ccc(F)c(F)c1F)NCCc1ccccc1	i	i	i	i	i	i	i	i	i	i	-9
COC(=O)c1ccc(OC(=O)CCN2c3ccccc3Sc3ccccc32)cc1	i	i	i	-7.5*	i	i	i	i	i	i	-11
COc1ccccc1CNC(=O)C1CC(c2ccccc2[N+](=O)[O-])=NO1 (centres undefined)	i	i	i	i	i	i	i	i	i	i	-9
NC(=NCc1ccco1)NC(=O)c1ccc(Cl)cc1	i	i	i	i	i	i	i	i	i	i	-6
CC(=O)Nc1ccc(S(=O)(=O)NCC(=O)NCCc2ccc(S(N)(=O)=O)cc2)cc1	i	i	i	i	i	i	i	i	i	i	-8
CN(C)C=NC(=O)/C(C#N)=C/c1ccccc1	i	i	i	i	i	i	i	i	i	i	-6
Cc1cc(C(=O)N2CCCC(C(=O)c3cccc(C(F)(F)F)c3)C2)nc(C)n1 (centres undefined)	i	i	i	i	i	i	i	i	i	i	-9
CCOc1ccc(S(=O)(=O)NN=C2CCN(C(C)=O)CC2)cc1	i	i	i	i	i	i	i	i	i	i	-8
CCSc1nnc(NC(=O)COc2cccc3ccccc23)s1	i	i	i	i	i	i	i	i	i	i	-9
Cc1cccc(C(=O)N2CCCC(CCC(=O)N3CCN(c4ccccn4)CC3)C2)c1C (centres undefined)	i	i	i	i	i	i	9.4*	i	i	i	-6
COc1ccc(C(=O)NCc2nnc(SCC(=O)NCc3ccco3)o2)cc1	i	i	i	i	i	i	i	i	i	i	-8
CN(C)C(C)(C)C#CCC(c1ccccc1)c1ccccc1	i	i	i	i	i	i	i	-8.2*	i	i	-5
CCN1CCN(Cc2nnc(-c3ccccc3)o2)CC1	i	i	i	i	i	i	i	i	i	i	-9
O=C(CCCCCNC(=O)c1ccccc1)N/N=C/c1ccc(F)cc1	i	i	i	i	i	i	i	i	i	i	-9
O=C(O)c1cc(-c2ccco2)nc2ccccc12	i	i	i	i	i	i	i	i	i	i	-3
CO/N=C/c1cccn1-c1nccc(OC)c1C#N	i	i	i	i	i	i	i	i	i	i	-7
CC(NCCC(c1ccccc1)c1ccccc1)c1ccccc1 (centres undefined)	i	i	i	i	i	i	i	i	i	i	-16
O=C(O)c1cccc(-n2nnnc2SCc2ccccc2Cl)c1	i	i	i	i	i	i	i	i	i	i	-2
CCn1c(SCc2nc3ccccc3c(=O)[nH]2)nnc1-c1ccncc1	i	i	i	i	i	i	i	i	i	i	-6
CS(=O)(=O)N(CC(=O)NC1CCCCC1)c1cccc(Cl)c1	i	i	i	i	i	i	i	i	i	i	-3

# The listing continues:
Structure	KCNQ1 inh	KCNK3 block	KCNQ1 act	KCNK9 inh	RGS4 inh	ANO1 activ	MrgX1 allo act	RGS4 pot	TMEM16A inh	MrgX1 agonist	hERG protect
O=C(CN1C(=O)c2ccccc2C1=O)Nc1cccc2cccnc12	i	i	i	i	i	i	i	i	i	i	-2
CCS(=O)(=O)N1CCN(C2CCC(C)CC2)CC1 (centres undefined)	i	i	i	i	i	i	i	i	i	i	-9
Cc1c(-n2cccc2C=O)cccc1[N+](=O)[O-]	i	i	i	i	i	i	i	i	i	i	-8
Cc1ccc(-c2cc(C(=O)N3CCC(C)CC3)c3ccccc3n2)cc1	i	i	i	i	i	i	i	i	i	i	-22
C[C@@H]1NC(=O)N(CCCn2ccnc2)C1=O	i	i	i	i	i	i	i	i	i	i	-6
CCOC(=O)c1cnc2ccc(C(=O)OC)cc2c1NCCc1ccc(OC)c(OC)c1	i	i	i	i	i	i	i	i	i	i	-4
O=C(Nc1ccc(Cl)cc1)N1CCCN(Cc2ccc(F)cc2)C1	i	i	i	i	i	i	i	i	i	i	-14
O=C(CN1C(=O)CCC1=O)Nc1nc(-c2cccs2)cs1	i	i	i	i	i	i	i	i	i	i	-4
COc1ccc(NC(=O)CSc2nc3n[nH]c(C)c3c(=N)n2-c2ccc(Cl)c(C)c2)cc1OC	i	i	i	i	i	i	i	i	i	i	-5
C=CCSC1=N/C(=C\c2cc(OCC)c(OC(C)=O)c([N+](=O)[O-])c2)C(=O)S1	9*	i	i	i	i	i	i	i	i	i	-17
Cc1ccc(C(=O)N/C(=C\c2ccc(-c3cc(Cl)ccc3Cl)o2)C(=O)NCc2cccnc2)cc1	i	i	i	i	i	i	i	i	i	i	-9
Nc1c(Cl)cc(-c2cn(CCC(=O)O)c(-c3ccc(Cl)nc3)n2)cc1Cl	/	i	/	/	/	i	i	/	i	i	/
Cc1[nH]c2ccccc2c1CN1CCc2ccccc2C1	i	i	i	i	i	i	i	i	i	i	-18
CC(=O)Nc1ccc(Nc2ncnc3c2nnn3Cc2ccccc2Cl)cc1	i	i	i	i	i	i	/	i	/	/	-8
CC(=O)Cc1nsc(NC(=O)c2ccco2)n1	i	i	i	i	i	i	i	i	i	i	-5
O=C(COc1cccc2c1CCN(Cc1ccccc1)C2=O)NCc1ccco1	i	i	i	i	i	i	i	i	i	i	-3
Cc1sc2ncnc(SCC(=O)c3cccs3)c2c1C	i	i	i	i	i	i	i	i	i	i	-20
CCOC(=O)C1CCCN(S(=O)(=O)c2cc3c4c(c2)CCN4C(=O)CC3)C1 (centres undefined)	i	i	i	i	i	i	i	i	i	i	-10
COc1cccc2cc(/C(C)=N/Nc3nc(-c4cc(C)ccc4C)cs3)c(=O)oc12	i	i	i	i	i	i	i	i	i	i	-12
COc1cccc(-c2nc(C=O)cs2)c1	i	i	i	i	5*	i	i	i	i	i	-8

# (further entries)
Structure	KCNQ1 inh	KCNK3 block	KCNQ1 act	KCNK9 inh	RGS4 inh	ANO1 activ	MrgX1 allo act	RGS4 pot	TMEM16A inh	MrgX1 agonist	hERG protect
COC(=O)c1ccc(NS(=O)(=O)c2cc(-c3cc(C)no3)ccc2OC)cc1	i	i	i	i	i	i	i	i	i	i	-4
Cc1ccc(NC(=O)CC2C(=O)OCC3CCCCN32)cc1Cl (centres undefined)	i	i	i	i	i	i	i	i	i	i	-8
C[C@H](NC(=O)C1CCN(S(=O)(=O)c2ccccc2)CC1)C(=O)NCc1ccco1	i	i	i	i	i	i	i	i	i	i	-8
O=C(Nc1ccc2c(c1)OCO2)C1CCCCN1S(=O)(=O)c1ccccc1 (centres undefined)	i	i	i	i	i	i	i	i	i	i	-9
COc1nc(C)cc(C)c1S(=O)(=O)c1ccc(Cl)cc1	i	i	i	i	i	i	i	i	i	i	-3
COc1ccc(-c2coc3cc(O)ccc3c2=O)cc1OC	i	i	i	i	i	i	i	i	i	i	-10
COc1nc2ccccc2c(=O)n1OCC(C)C	i	i	i	i	i	i	i	i	i	i	-13
Oc1ccc(C[C@@H]2CNC(=S)N2CCc2cc(C(F)(F)F)cc(C(F)(F)F)c2)cc1	i	i	i	i	i	i	i	i	i	i	0
O=C(O)c1[nH]c2ccccc2c1C(c1ccccc1)c1c(C(=O)O)[nH]c2ccccc12	i	i	i	i	i	i	i	i	i	i	-5
Cn1c(SCC(=O)Nc2nccs2)nnc1-c1ccco1	i	i	i	i	i	i	i	i	i	i	-13

# Assay outcomes: PubChem BioAssay, Johns Hopkins Ion Channel Center
